# aSyn tox rescue = inhibitors of alpha-synuclein toxicity in yeast; S. cerevisiae alpha-synuclein toxicity rescue, BacTiter-Glo growth, 24 h; Potency, µM (highest dose often 46.1 µM), inactives show at the top dose growth rescue (activation), hits mostly activators; hit rate 0.02% among 94,000; active means well fitted activation curve with a large enough effect; inconclusive means small, poorly fitted or top-dose-only effect; further: 0% is about no effect
#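 Growth restoration measured by BacTiter-Glo luminescence after 24 hr at 30 deg C; alpha-synuclein yeast, raffinose-pregrown to mid-log, were added at OD600=0.02 in galactose medium onto pinned compounds.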
# * marks the source's active call; other numbers are inactive results; ? = inconclusive; & = joins results of further samples; [ ] = remark or other dose. Potency means the concentration at half of the fitted maximal effect. Only part of the results is shown. The share of hits here may be higher or lower than overall.
# Start of the listing, in advance:
smiles	aSyn tox rescue
CC(=O)c1ccc(NC(=O)c2nc(-c3ccccc3)n(-c3ccc(Cl)cc3)n2)cc1	4.9%
Cc1c(C(=O)NC2CCCCC2)oc2ccc(F)cc12	3.2%
Cc1ccc(OCCNC(=O)c2cccc(S(=O)(=O)NCc3ccccc3)c2)cc1	2.1%
CC(CCc1ccccc1)NC(=O)c1ccc(NC(=O)c2ccc(Cl)cc2Cl)cc1 (configuration not stated)	7.5%
Cc1ccccc1Cn1nnc2c(=O)[nH]c(C3CCN(C(=O)c4ccccc4)CC3)nc21	-3.4%

# The list itself, from the start:
smiles	aSyn tox rescue
CC(=O)c1ccc(NC(=O)c2nc(-c3ccccc3)n(-c3ccc(Cl)cc3)n2)cc1	4.9%
Cc1c(C(=O)NC2CCCCC2)oc2ccc(F)cc12	3.2%
Cc1ccc(OCCNC(=O)c2cccc(S(=O)(=O)NCc3ccccc3)c2)cc1	2.1%
CC(CCc1ccccc1)NC(=O)c1ccc(NC(=O)c2ccc(Cl)cc2Cl)cc1 (configuration not stated)	7.5%
Cc1ccccc1Cn1nnc2c(=O)[nH]c(C3CCN(C(=O)c4ccccc4)CC3)nc21	-3.4%
Cc1cc(=O)[nH]c(NC(=O)Cc2ccccc2)n1	-1.2%
CCOC(=O)c1ccc(NC(=S)P(=O)(c2ccccc2)c2ccccc2)cc1	?
Fc1cccc(Nc2ncnc3sccc23)c1	-15.7%
Cc1cccc(-c2noc(CN(C(C)C)S(=O)(=O)c3ccc(Br)cc3)n2)c1	-0.5%
Cc1ccc(S(=O)(=O)N2C[C@H]3N(C(=O)OC(C)C)N(C(=O)OC(C)C)C[C@H](OC(=O)NCC4CCCCC4)[C@@]3(O)C2)cc1	-5.0%
ON=C1CCC2CCCCC2C1 (configuration not stated)	-10.6%
CCn1c2ccccc2c2nnc(N3CCN(c4cccc(C)c4C)CC3)nc21	-10.1%
O=C(O)c1cccc(NC(=S)NC(NC(=O)c2ccco2)C(Cl)(Cl)Cl)c1 (configuration not stated)	-5.2%
N#Cc1ccc(COC(=O)c2cccnc2Cl)cc1	4.8%
Cc1nc2nc(NCc3cccc(Br)c3)[nH]n2c(=O)c1Cc1ccccc1	-5.3%
COCCNC(=O)Cn1nc(-c2ccccc2)c2ccccc2c1=O	8.6%&1.8%
Cc1cc(C)cc(N2C(=O)CSC23C(=O)N(Cc2c(F)cccc2Cl)c2ccccc23)c1 (configuration not stated)	4.1%
Cc1ccc2c(c1)sc1nncn12	7.5%
O=C(CSCn1nnc2c(=O)[nH]c(Cc3ccc(F)cc3)nc21)Nc1ccccc1	3.4%
N#Cc1c(-c2ccc(Cl)cc2)c2c([nH]c1=S)CCCC2	-1.8%
CCC(C)N(C(=O)c1csnn1)C(C(=O)NC1CCCC1)c1ccccc1F (configuration not stated)	5.6%
CCOc1ccc(Cn2nnc(C(=O)NCCc3ccc(Cl)cc3)c2N)cc1	-16.3%
CCOC(=O)c1cc(NC(=O)CCC(=O)O)ccc1N1CCCCC1	-3.5%
CCOC(=O)CCCCCC(=O)Nc1ccc2c(c1)C(=O)N([C@@H](C)CO)C[C@@H](C)[C@H](CN(C)C(=O)c1ccncc1)OCCCC[C@H](C)O2	-10.3%
COc1ccc(-n2ccn(CC(=O)Nc3ccccc3C(F)(F)F)c(=O)c2=O)cc1OC	-0.5%
CC1(CN2CCCC2)CCC(NC(=O)C(c2ccccc2)c2ccccc2)C(C)(C)O1 (configuration not stated)	-7.3%
CNS(=O)(=O)c1cc(NC(=O)CCNC(=O)c2ccco2)ccc1C	-4.4%
CCc1ccccc1NC(=O)NCc1ccc2c(c1)CCN2C(=O)c1ccccc1	-7.9%
Cc1ccc(-c2nn(-c3ccc(F)cc3)cc2C(=O)NCC(c2cccs2)N2CCOCC2)cc1 (configuration not stated)	7.5%
CCc1ccc(NCc2cc3ccc(OC)cc3n(CC(=O)Nc3ccc(C(C)C)cc3)c2=O)cc1	-5.4%
CCN1CCN(Cc2nc3c(c(=O)[nH]c(=O)n3C)n2Cc2ccccc2Cl)CC1	-4.1%
O=C(NCc1ccccc1F)C(=O)NCC(c1ccco1)S(=O)(=O)c1cccs1 (configuration not stated)	-3.8%
CCc1ccccc1NC(=O)Cc1cn(C)c2ccccc12	12.7%
CCOC(=O)Cn1c(=O)oc2cc(S(=O)(=O)N3CCN(c4ccc(F)cc4)CC3)ccc21	-6.4%
COc1ccccc1C(=O)c1cn(CC(=O)Nc2ccccc2F)c2nc(C)ccc2c1=O	7.7%
CCOC(=O)c1c(C)n(-c2ccccc2)c2ccc(OC(=O)c3cccc(C)c3)cc12	8.3%
Cc1ccc(Cc2nc3ccccc3nc2SCC(=O)N2CCCCC2C)cc1 (configuration not stated)	20.4%
COc1ccc(-n2c(C)c(C(C)=O)c3cc(OC(=O)c4ccc(C)cc4)ccc32)cc1	-10.3%
COc1ccc(OC)c(NC(=O)CN2C(=O)c3ccccc3Sc3ccc(C(=O)N4CCCC4)cc32)c1	10.0%
CCOc1ccc(C(NC(=O)c2cc(OC)c(OC)c(OC)c2)c2cc(Cl)c3cccnc3c2O)cc1 (configuration not stated)	-4.3%
CCc1ccc(-c2cc(C)no2)cc1S(=O)(=O)Nc1cc(OC)c(OC)c(OC)c1	2.8%
CCOc1ccc(CNC(=O)c2ccc3c(c2)N(Cc2ccccc2)CCS3)cc1	-8.2%
NC(=NC(=O)c1ccc(Cl)cc1)N1N=CCC1c1ccccc1 (configuration not stated)	5.4%
CC1CCC(NC(=O)Cn2ncc3c4ccccc4n(Cc4ccc(F)cc4)c3c2=O)CC1 (configuration not stated)	-0.5%
O=C(c1ccoc1)N1CCN(c2cc(-c3ccncc3)nc3cc(-c4cccc(Cl)c4)nn23)CC1	5.4%
COc1ccc(OC)c2sc(N3CCN(C(=O)C(C)(C)C)CC3)nc12	?
COc1ccc(CCNC(=O)CSC2=NS(=O)(=O)c3cc(Cl)ccc3N2)cc1OC	-16.5%
Cc1ccc2oc(C(=O)Nc3ccc(S(=O)(=O)N4CCCC(C)C4)cc3)cc(=O)c2c1 (configuration not stated)	-5.6%
COc1ccc(C(=O)N/N=C/c2ccccc2OC(=O)c2ccccc2)cc1	0.5%
COc1cc(Nc2nc(SCc3ccccc3F)nc3ccccc23)cc(OC)c1	-1.6%

# Continued.
smiles	aSyn tox rescue
CC1=C(C(=O)N(C)C)CC(CC(=O)NC2CCCCC2)C(=O)N1Cc1ccc(C(C)(C)C)cc1 (configuration not stated)	8.8%
Cc1nn(C)c(C)c1/C=C(/C(=O)C(C)(C)C)n1cncn1	-4.2%
COc1ccc(CNC(=O)CN(c2ccc(C(C)C)cc2)S(=O)(=O)c2c(C)nn(C)c2C)cc1	-3.7%
COc1ccccc1NC(=O)N1CCN(c2nnc(C)c3c(C)n(-c4ccc(Cl)cc4)nc23)CC1	-4.4%
Cc1ccccc1Cn1c2ccccc2c2cnn(CC(=O)NC3CCCCCC3)c(=O)c21	7.4%
O=c1c(S(=O)(=O)c2ccccc2)cn(Cc2ccc(F)cc2)c2cc(N3CCCCC3)c(F)cc12	6.7%
CC(=O)c1cccc(NC(=O)Cn2c(=O)c(CNc3ccc(C)cc3)cc3cc4c(cc32)OCCO4)c1	0.9%
Fc1ccc(Br)cc1C1C=C(c2ccc(Br)cc2)Nc2nnnn21 (configuration not stated)	8.4%
CC[C@H](C)[C@H](NC(N)=O)C(=O)NCCc1ccc(OC)cc1	5.2%
Cc1ccc(C)c(N2CCN(S(=O)(=O)c3ccc4[nH]c5c(c4c3)CCCCC5)CC2)c1	8.0%
Brc1ccc(-n2nc(-c3ccccc3)c3cnc4cc5c(cc4c32)OCO5)cc1	-5.6%
CC(C)(C)C(=O)NCCCNc1ccc([N+](=O)[O-])cc1	-0.4%
Cc1ccc(-c2ccccc2[C@@H]2C[C@H]3CN(C)C(=O)[C@]34CCCN24)o1	-4.1%
COc1cccc(C(=O)NCC(=O)OCc2cc(=O)n3nc(C)sc3n2)c1	-4.1%
CC1CN(S(=O)(=O)c2ccc(C(=O)Nc3sccc3C(N)=O)cc2)CC(C)O1 (configuration not stated)	-0.9%
Cc1sc(N=Nc2ccc(N(C)C)cc2)[n+]([O-])c1C	-30.0%
CCCCCCN1C[C@@H](n2cc(C3CC3)nn2)[C@H](O)C[C@@H]1c1ccc(OC)cc1	4.5%
Cc1ccc2oc(=O)c3cnn(CC(=O)NCCC(C)C)c3c2c1	2.8%
CCOc1ccc(NC(=O)c2c(NC(=O)c3ccccc3Br)sc3c2CCC(C)C3)cc1 (configuration not stated)	-5.5%
Cc1ccc(OCC(=O)N(Cc2ccc(N(C)C)cc2)C2CCS(=O)(=O)C2)cc1C (configuration not stated)	-0.6%
CCOC(=O)c1ccc(NC(=O)CSc2nnc(CNC(=O)c3ccc(OC)cc3)n2CC)cc1	-3.3%
CCNS(=O)(=O)c1ccc(NC(=O)Cn2cc([N+](=O)[O-])cn2)cc1	7.5%
CCOC(=O)CC(NS(=O)(=O)c1ccc2[nH]c3c(c2c1)CCCC3)c1ccccc1Cl (configuration not stated)	?
COc1cc(C(CC(=O)NCc2ccccc2)N2Cc3ccccc3C2=O)cc(OC)c1OC (configuration not stated)	0.3%
CC(Oc1ccc(F)cc1)C(=O)Nc1cccc(S(=O)(=O)N(C)c2ccccc2)c1 (configuration not stated)	10.9%

# More results
SMILES	aSyn tox rescue
COc1ccc(CC(=O)NCCc2sc(-c3ccc(Cl)cc3)nc2C)cc1OC	9.4%
CCC1CCCCN1CCCNC(=O)CCNC(=O)Cn1cnc2ccccc2c1=O (configuration not stated)	-2.9%
CCC(=O)N1CCc2cc(Br)cc(S(=O)(=O)N3CCN(c4cc(C)ccc4C)CC3)c21	4.2%
Cc1ccc(-c2nc(CS(=O)CC(=O)N3CCN(c4ncccn4)CC3)c(C)o2)cc1 (configuration not stated)	-6.9%
COc1cc(NC(=O)Cn2nc(C(F)(F)F)c3c2CCCC3)c(OC)cc1Cl	3.0%
C[C@@H]1CN([C@@H](C)CO)C(=O)CCCn2nncc2CO[C@H]1CN(C)S(=O)(=O)c1cn(C)cn1	2.4%
CC(C)CSc1nnc(-c2ccccc2)c(-c2ccccc2)n1	8.3%
Cc1c(Cl)cccc1NC(=O)Cn1cnc2nc3c(cc2c1=O)CCCC3	-6.3%

# Structures from the list above containing a cyano group, in the order listed:
SMILES	aSyn tox rescue
N#Cc1ccc(COC(=O)c2cccnc2Cl)cc1	4.8%
N#Cc1c(-c2ccc(Cl)cc2)c2c([nH]c1=S)CCCC2	-1.8%

# The listing continues.
SMILES	aSyn tox rescue
Cc1c(NC(=O)c2cccc(NC(=O)COc3ccc(C#N)cc3)c2)c(=O)n(-c2ccccc2)n1C	-6.9%
COc1ccc(C2C(C(=O)c3ccccc3)N3c4ccccc4C=CC3C2[N+](=O)[O-])cc1 (configuration not stated)	11.6%
Cc1cc(C)c2c(n1)sc1c(=O)n(-c3cc(Cl)ccc3C)nnc12	-3.8%
CCCC(=O)Nc1cc2c(cc1C(C)=O)OCCO2	-37.5%[inhibitor]
Cc1ccc(/C=N\NC(=O)Cc2cccn2C)o1	4.4%
CCOc1ccc(NC(=O)CSc2nnc(CNC(=O)c3c(F)cccc3Cl)o2)cc1	2.4%
CCOc1ccc(CCNC(=O)C2CCN(Cc3nc(-c4ccc(OC)c(OC)c4)oc3C)CC2)cc1OCC	0.4%
COC(=O)C1CN(S(=O)(=O)c2ccc(NC(C)=O)cc2)CCS1 (configuration not stated)	5.4%
O=C(CN1C(=O)COc2ccccc21)NNC(=O)Nc1ccccc1F	3.1%
N#CC1(NC(=O)COc2ccccc2[N+](=O)[O-])CCCCC1	3.2%
CCNC(=O)CCCN1C(=O)CCn2nc(-c3cccn3C)cc21	0.7%
Cc1ccc(NC(=O)c2oc3ccc4c(c3c2C)C(=O)CC(C)(C)O4)c(C)c1	-6.6%
O=C(O)CC1(C(=O)O)CC2C=CC1C2 (configuration not stated)	-1.2%
Cc1ccc(N(C)S(=O)(=O)c2nnc(NC(=O)C3CCCCC3)s2)cc1	-6.5%
O=C(Nc1c(C(=O)N2CCN(c3ccccc3)CC2)oc2ccccc12)c1ccc(Br)o1	-5.2%
COc1cc(CN2CCc3ccccc3C2)ccc1O	-9.5%

# The last 2 records of the part above open the next one.
SMILES	aSyn tox rescue
O=C(Nc1c(C(=O)N2CCN(c3ccccc3)CC2)oc2ccccc12)c1ccc(Br)o1	-5.2%
COc1cc(CN2CCc3ccccc3C2)ccc1O	-9.5%
CCOc1ccc(CCNC(=O)COC(=O)/C=C/c2cccc(OC)c2)cc1OCC	3.7%
Cc1ccc(CN2COc3ccc4c(C)cc(=O)oc4c3C2)cc1	-5.9%
Cc1cc(Nc2c(C)n(C)n(-c3ccccc3)c2=O)n2c(nc3ccccc32)c1C#N	-9.3%
CCOc1ccc(-n2c(SCC(=O)NC3CCS(=O)(=O)C3)nnc2-c2cccnc2)cc1 (configuration not stated)	-1.1%
CCSc1nnc2c(n1)OC(c1sccc1C)N(C(C)=O)c1ccccc1-2 (configuration not stated)	-11.4%
Cc1ccc(C(=O)CSc2nc(-c3ccccc3)nc3c2CCCC3)c(C)c1	11.8%
COc1ccc(NC(=O)CN(C)S(=O)(=O)c2cnc[nH]2)cc1	1.0%
O=C(C1COc2ccccc2O1)N(Cc1cccnc1)c1nc2c(F)cc(F)cc2s1 (configuration not stated)	7.8%
CCCN(Cc1cccs1)C(=O)Nc1ccc(OCC)cc1	-5.3%
CC(C)(C)OC(=O)N1CCC(c2c(C(=O)N3CCN(C(=O)c4ccco4)CC3)cnn2-c2ccc(F)cc2F)CC1	4.5%
CC(Oc1ccccc1)C(=O)NC1=NCCS1 (configuration not stated)	6.1%

# Assay outcomes deposited in PubChem BioAssay by National Center for Advancing Translational Sciences (NCATS).
